Source: PubChem
All columns: NCI-60 one-dose screen, growth in % after 48 h at 10 µM unless noted; 100 = growth as untreated, 0 = no growth, -100 = all killed.
OVCAR-8 = OVCAR-8 ovarian cancer; 81,000 tested, 4.4% active
OVCAR-3 = OVCAR-3 ovarian cancer; 79,000 tested, 7% active
OVCAR-4 = OVCAR-4 ovarian cancer cells | AID 1794784 | 80,000 tested, 3.7% active
PC-3 = PC-3 prostate cancer cells; 80,000 tested, 3.9% active
SK-OV-3 = SK-OV-3 ovarian cancer cells. 80,000 tested, 3.2% active
IGROV1 = IGROV1 ovarian cancer. 79,000 tested, 4.7% active
OVCAR-5 = OVCAR-5 ovarian cancer. 82,000 tested, 2.9% active
DU-145 = DU-145 prostate cancer; AID 1794760; 81,000 tested, 4.2% active
* marks the source's active call; other numbers are inactive results; . = not tested or not shown; [ ] = another dose, or the depositor's remark. Rule for the calls: active = growth percent below 10; inactive = the rest. The order is random; 10% or so of the library scored in one or more.

canonical_smiles	OVCAR-8	OVCAR-3	OVCAR-4	PC-3	SK-OV-3	IGROV1	OVCAR-5	DU-145
Cc1cc(O)c(O)cc1SC1=NC(O)C(CN)=C(C(C)C)N1 (stereo unspecified)	109	98	126	102	92	102	99	113
Cc1ccc(-c2nc(SCC(=O)c3ccccc3)nc(Nc3cccc(S(N)(=O)=O)c3)c2C#N)cc1	104	.	104	94	119	103	100	106
O=C(O)CCCN1C(=O)/C(=C/C(Cl)=C/c2ccccc2)SC1=S	19	14	47	36	110	7.4*	59	19
Nc1c(S(=O)(=O)O)cc(S(=O)(=O)O)c2cccc(O)c12	109	115	95	82	112	116	121	111
COc1ccc(C(=O)NC(=O)Nc2ccc3c(c2)NC(=O)/C3=C\c2[nH]c(C)c(CCC(=O)O)c2C)c(F)c1	8.6*	23	77	30	57	43	64	43
COc1cccc(/C=N/NC(=O)COc2cc(=O)n(C)c3ccccc23)c1	98	112	111	94	99	95	95	111
Cc1nc(Cl)nc(N(C)c2ccccc2)c1[N+](=O)[O-]	97	116	.	97	111	102	99	103
CC(C)(C)c1ccc(O)c(CN(CCO)CCO)c1	97	111	.	80	100	101	108	114

Other records follow.
canonical_smiles	OVCAR-8	OVCAR-3	OVCAR-4	PC-3	SK-OV-3	IGROV1	OVCAR-5	DU-145
Cc1ccc[n+](CC(=O)c2ccccc2)c1	99	100	102	97	99	110	102	112
CCOC(=O)c1cn2c3c(cc(C)cc3c1=O)C(=O)/C(=C/c1ccc(C(F)(F)F)cc1)C2	85	100	99	83	81	100	107	116
CC(C)COC(=O)/C=C/c1ccccc1	104	107	96	102	109	102	106	117
Cc1ccc(N=Nc2ccccc2)cc1	106	105	108	78	89	102	100	111
COc1ccc(NC(=O)Nc2ccc(OCC(=O)N=Nc3c(O)[nH]c4ccc(Cl)cc34)cc2)cc1	98	119	107	81	105	105	107	99
N=C(N)SCCCCCCCCCSC(=N)N	81	77	69	41	116	79	86	97
CCOC(=O)C1=C(C(=O)OCC)N(c2ccccc2Br)C(N)=C(C#N)C1c1cc(=O)[nH]c2ccccc12 (stereo unspecified)	94	110	106	79	105	84	102	111
COC(=O)CCC1=C(C)/C(=C/c2[nH]c(-c3ccc[nH]3)cc2OC)N=C1C	10	-57*	23	.	40	26	35	14

Next part.
canonical_smiles	OVCAR-8	OVCAR-3	OVCAR-4	PC-3	SK-OV-3	IGROV1	OVCAR-5	DU-145
COc1ccc(C(=O)c2cc(C)c(OC)c(C)c2)c(OC)c1N(C(=O)C(Cl)Cl)C(=O)C(Cl)Cl	16	-13*	62	18	1.2*	31	33	1.5*
COc1cc(-c2n/c(=C\c3c(O)[nH]c4cc(Cl)ccc34)cc3c2=Nc2ccccc2-3)ccc1F	94	80	76	73	103	41	104	98
COc1ccc(/C=C/C(=O)c2cc3c(N)c(C(=O)Nc4cccc5ccccc45)sc3nc2C)cc1	81	22	89	76	88	70	103	84
Cc1cc(=O)oc2cc(Oc3nc(Br)cn4c(Br)cnc34)ccc12	65	57	45	82	85	77	101	75
CC(=O)OCC1CC(COC(C)=O)C(COC(C)=O)CC1COC(C)=O (stereo unspecified)	101	99	116	100	95	102	94	103
N#C/C(=C\c1c(-c2ccccc2)[nH]c2ccccc12)C(=O)Nc1ccc(Cl)cc1	93	93	36	60	110	89	115	92
N#CC(NS(=O)(=O)c1ccc(Cl)cc1)=C(Cl)Cl	97	106	106	99	101	96	104	107
C=C(C)[C@@H]1C[C@H](O)Cc2cc(Cl)cc(Cl)c2N1	100	108	103	.	101	105	82	108

Looked up above:
COc1ccc(C(=O)c2cc(C)c(OC)c(C)c2)c(OC)c1N(C(=O)C(Cl)Cl)C(=O)C(Cl)Cl – SK-OV-3: 1.2*
Cc1cc(=O)oc2cc(Oc3nc(Br)cn4c(Br)cnc34)ccc12 – OVCAR-5: 101

Carrying on:
canonical_smiles	OVCAR-8	OVCAR-3	OVCAR-4	PC-3	SK-OV-3	IGROV1	OVCAR-5	DU-145
c1ccc2c(c1)Oc1cccnc1-n1nccc1-2	100	108	110	90	104	104	107	110
CCC(CCCN1C(=O)c2ccccc2C1=O)Nc1cc(OC)cc2c(C)ccnc12 (stereo unspecified)	99	99	74	89	100	137	100	87
CCOC(=O)C1(C(C)=O)CC1	98	116	104	94	116	99	114	111
CC(=O)Oc1ccc(/C=C/C(=O)NC(Cc2ccccc2)C(=O)C(=O)NCc2ccccc2)cc1OC(C)=O (stereo unspecified)	98	99	82	95	102	91	104	101
O=C(O)c1ccc2ccccc2c1	108	105	.	99	108	97	104	110
CN1CCN(Cc2ccc(NC(=O)c3cncc(C#Cc4cnc5ccc(NCCO)nn45)c3)cc2C(F)(F)F)CC1	1.7*	.	-9.8*	3.3*	-10*	-1.2*	5.2*	-2.1*
COc1cccc(C=C2C(=O)NC(=O)NC2=O)c1O	100	110	101	92	106	100	107	117
Nc1cccc(C(=O)Nc2ccc3c(O)c(N=Nc4ccc(N=Nc5ccc(S(=O)(=O)O)cc5)cc4)c(S(=O)(=O)O)cc3c2)c1	107	102	94	92	101	98	109	107

(cont.)
canonical_smiles	OVCAR-8	OVCAR-3	OVCAR-4	PC-3	SK-OV-3	IGROV1	OVCAR-5	DU-145
CCCN(CCC)C(=O)SCC	106	114	115	98	108	111	115	105
Cc1ccc(C(=O)Nc2ccc(Cl)cc2C(=O)NCc2ccccc2)cc1	88	92	79	77	117	84	100	96
COc1ccc(/C=C(/C(=O)N2CCN(c3ccc(C)cc3)CC2)c2cc(OC)c(OC)c(OC)c2)cc1N	22	-28*	44	9.6*	26	25	27	5.6*
Cc1ccc(NC(=S)NNC(=S)NNc2ccccc2)cc1C	98	74	114	56	104	98	105	78
OC(CCl)COc1ccc(Cl)cc1 (stereo unspecified)	101	113	114	96	112	109	109	120
Cc1ccc(-c2nc(SCC(=O)Nc3nc(-c4ccccc4)cs3)[nH]c(=O)c2C#N)cc1	95	111	120	88	78	85	76	110
C=CC(=O)N[C@@H](Cc1ccc(-c2cc(Cl)cc(Cl)c2)cc1)[C@@H](O)[C@H](O)C(=O)O	86	114	100	89	92	105	87	109
CCCc1cc(CCC)n2nc(N)nc2n1	106	121	116	97	105	126	99	117

Fetched by structure from the entries so far, seven records:
canonical_smiles	OVCAR-8	OVCAR-3	OVCAR-4	PC-3	SK-OV-3	IGROV1	OVCAR-5	DU-145
CCCc1cc(CCC)n2nc(N)nc2n1	106	121	116	97	105	126	99	117
Cc1ccc(NC(=S)NNC(=S)NNc2ccccc2)cc1C	98	74	114	56	104	98	105	78
Cc1ccc(-c2nc(SCC(=O)Nc3nc(-c4ccccc4)cs3)[nH]c(=O)c2C#N)cc1	95	111	120	88	78	85	76	110
C=CC(=O)N[C@@H](Cc1ccc(-c2cc(Cl)cc(Cl)c2)cc1)[C@@H](O)[C@H](O)C(=O)O	86	114	100	89	92	105	87	109
OC(CCl)COc1ccc(Cl)cc1 (stereo unspecified)	101	113	114	96	112	109	109	120
CCCN(CCC)C(=O)SCC	106	114	115	98	108	111	115	105
Cc1ccc(C(=O)Nc2ccc(Cl)cc2C(=O)NCc2ccccc2)cc1	88	92	79	77	117	84	100	96

Additional records:
canonical_smiles	OVCAR-8	OVCAR-3	OVCAR-4	PC-3	SK-OV-3	IGROV1	OVCAR-5	DU-145
CC1=C(C)C(=O)OC1=O	101	107	110	102	118	108	104	111
O=C(c1ccc(Br)cc1)C1C(c2ccc(Br)cc2)C2CCCN2C12C(=O)Nc1ccccc12 (stereo unspecified)	70	80	73	42	71	58	80	86
Cc1nn(-c2ccccc2)c2nc(C)n(/N=C/c3cccc([N+](=O)[O-])c3)c(=O)c12	100	103	80	94	100	103	99	103
O=C(NC(Cc1nn[nH]n1)C(=O)OCc1ccccc1)OCc1ccccc1 (stereo unspecified)	99	111	108	99	95	114	110	111
CC(=O)Nc1ccc(S(=O)(=O)NC(CCC(=O)Nc2ccccc2)C(=O)O)cc1 (stereo unspecified)	95	109	97	101	93	113	80	118
COC1C(O)CC(OC2CC(OC3CC(O[C@@H]4C(=O)c5c(cc6cc(OC7CC(OC8CC(O)C(O)C(C)O8)C(O)C(C)O7)c(C)c(O)c6c5O)CC4[C@H](OC)[C@@H](O)C(C)=O)OC(C)C3O)OC(C)C2O)OC1C (stereo partly specified)	8.7*	5.4*	17	17	22	17	12	16
CC(=O)O[C@H]1CC[C@@]2(C)[C@@H](CC[C@@H]3[C@@H]2C(=O)C[C@]2(C)C(C(C)=O)=CC[C@@H]32)C1	95	101	.	95	89	89	102	101
CCC1=C(c2ccc(OC)cc2)CCC(C(=O)O)C1C (stereo unspecified)	89	136	112	95	.	.	114	112

Additional structures:
canonical_smiles	OVCAR-8	OVCAR-3	OVCAR-4	PC-3	SK-OV-3	IGROV1	OVCAR-5	DU-145
Cc1[nH]c2ccccc2c1C(C[N+](=O)[O-])c1ccccc1Cl (stereo unspecified)	97	112	111	88	139	85	91	110
O=C(C[P+](c1ccccc1)(c1ccccc1)c1ccccc1)C[P+](c1ccccc1)(c1ccccc1)c1ccccc1	-42*	-93*	-56*	-78*	-3.8*	-69*	-95*	-94*
Cc1cc(C(=O)Nc2cc(Nc3ncccc3-c3ncnc4nc[nH]c34)ccc2F)cc(C(F)(F)F)c1	57	68	48	72	87	103	33	75
CNCc1cccc2c1OCCOCCOCCNS(=O)(=O)c1ccc(cc1)-c1cnc(N)c(n1)C(=O)N2	28	2.5*	50	20	28	25	56	21
O=C1CSC(c2cccs2)N1c1nncs1 (stereo unspecified)	98	120	102	93	112	116	118	120
CC1(C(=O)O)CCC(N)(C(=O)O)C1(C)C (stereo unspecified)	111	102	104	89	97	108	115	118
Nc1cccc2c1C(=O)c1ccccc1C2=O	97	90	91	80	91	84	82	94
C[N+]1(CC[N+]2(C)CCCCC2)CCCCC1	106	120	114	97	103	105	87	117

Next part
canonical_smiles	OVCAR-8	OVCAR-3	OVCAR-4	PC-3	SK-OV-3	IGROV1	OVCAR-5	DU-145
Nc1nn2c(-c3ccc(F)cc3)ccnc2c1N=Nc1ccc(S(N)(=O)=O)cc1	96	90	95	95	106	103	99	88
CCOC(=O)c1ccc(NC(=O)CSC(N)=O)cc1	100	109	122	86	128	92	99	114
O=c1[nH]c(=O)n(C2CC(O)C(CO)O2)cc1CO (stereo unspecified)	100	113	107	.	107	124	30	111
Cc1nc2ccccc2c(=O)n1-c1cccc(OCc2cn(-c3ccc(F)c(Cl)c3)nn2)c1	81	108	97	104	111	113	120	105
C=C1CCC2C3(C)COC(C)(C)OC3CCC2(C)C1CC(NC1CCCC1)C1=CCOC1=O (stereo unspecified)	113	107	101	93	114	95	100	107
CC(=O)Nc1ccc2c(c1)C(=O)c1ccc(Cl)cc1-2	97	115	.	93	99	107	110	106
CN1CCCNCC1	102	115	120	94	107	125	100	108
CC(=O)N1N=C(c2ccc(-n3ccc(C(F)(F)F)n3)c(F)c2)CC1c1ccc[nH]1 (stereo unspecified)	99	107	102	97	118	112	105	109

Other results
canonical_smiles	OVCAR-8	OVCAR-3	OVCAR-4	PC-3	SK-OV-3	IGROV1	OVCAR-5	DU-145
O=C1Nc2ccc(C(=O)O)cc2/C1=N/c1nnc(Sc2ccccc2)s1	99	105	111	104	109	100	113	110
CCOCCC(CC)C(=O)O (stereo unspecified)	96	116	103	105	114	100	103	124
COC(=O)Cn1c(-c2ccc(C)cc2)nc2cc3nc4ccccc4nc3cc21	90	84	74	88	93	84	103	83
Cc1sc2nc3nc(-c4ccccc4Cl)[nH]n3c(=O)c2c1C	103	118	105	100	100	92	109	107
C=C1C(=O)O[C@H]2[C@H]1CC/C(C=Nc1ccncc1N)=C\CC[C@@]1(C)O[C@@H]21	104	104	105	87	91	104	94	105
NC(N)=Nc1ccc2ccccc2c1	88	103	111	62	90	102	105	109
C#Cc1cccc(NC(=O)Nc2ccc(NC(=O)CCl)cc2)c1	-15*[8.25 µM]	-88*[8.25 µM]	-51*[8.25 µM]	8.8*[8.25 µM]	-87*[8.25 µM]	-88*[8.25 µM]	-14*[8.25 µM]	22[8.25 µM]
c1ccc2c(c1)cnc1c3ccccc3n(CCCn3ccnc3)c21	61	69	70	63	64	71	140	81
